# Bioassay records as filed in PubChem.
# SRC3 TRFRET art = flags TR-FRET format artefacts in PPARgamma SRC-3 recruitment agonist screen; TR-FRET artefact counter-screen, PPARgamma/SRC-3 format; hits give high values; TR-FRET ratio at 8 µM; hit rate 0.39% among 99,000; AID 1048; in the data active = TR-FRET ratio above about 2000; also: inactives centre near 1600; reference of the scale not given here
# SRC1 TRFRET art = counter-screen for PPARgamma SRC-1 recruitment agonists: TR-FRET artefact | TR-FRET ratio at 8 µM | hit rate 0.34% among 99,000 | TR-FRET detection artefact counter-screen, emission ratio; hits give high values; in the data active = TR-FRET ratio above about 2300; also: inactives centre near 1800; reference of the scale not given here
# Active calls of the source: *. Not all compounds are listed. The share of hits here may be higher or lower than overall.
SMILES,SRC3 TRFRET art,SRC1 TRFRET art
Cc1ccccc1OCC(=O)NN1C(=O)C2C3C=CC(O3)C2C1=O (centres undefined),1645,1845
COCCNC(=O)CCCC(=O)NCCOC,1575,1731
COc1ccc(/C=N/NC(=O)Cc2cc(OC)c(OC)cc2[N+](=O)[O-])cc1,1519,1689
COC(=O)C1=C(C)N(C)C(=S)NC1c1ccccc1 (centres undefined),1662,1849
O=C(COC(=O)[C@H](Cc1ccccc1)NC(=O)c1cccs1)Nc1c(Cl)cccc1Cl,1659,2069
COCCNC(=O)c1ccccc1NC(=O)c1ccccc1SC,1594,1760
CCOCCn1c(CN2CCOCC2)nc2c1c(=O)[nH]c(=O)n2C,1509,1884
Cc1ccc(-c2csc(=Nc3cccnc3)n2CCCn2ccnc2)cc1C,1491,1681
CCOC(=O)C(=CN=C(N)Nc1nc2ccccc2o1)C(=O)OCC,1561,1744
COC(=O)C(NS(=O)(=O)c1ccc(C)cc1)c1ccccc1 (centres undefined),1537,1803
CCOC(=O)c1sc(NC(=O)COC(=O)C(CCSC)NC(C)=O)nc1C (centres undefined),1582,1813
C/C(=N\Nc1nc(N)cc(Cl)n1)c1cccc(N)c1,1816,1631
COc1ccccc1OCc1cc(-c2ccccc2)no1,1619,1996
C=CCNc1nc(Cl)nc(Nc2ccc(OC)cc2OC)n1,1750,1960
CC1=CC(C)(C)n2c(O)c(N=NC(N)=S)c3c(C)ccc1c32,1512,1607
Cc1cccc(NS(=O)(=O)c2cccc([N+](=O)[O-])c2)n1,1511,1984
Cc1ccc2c(N)[nH]nc2n1,1429,1674
CCCCNC(=O)/C(C#N)=C/c1ccc(F)cc1F,1540,1614
CCc1ccc(-n2c(C)cc(/C=N/NC(=O)c3ccncc3)c2C)cc1,1556,1904
O=C(CCNS(=O)(=O)c1ccc(Br)s1)NCc1ccc2c(c1)OCO2,1680,1880
S=C(NCCc1ccccc1)Nc1ccccc1Cl,1653,1826
CCN(NC(=O)C(O)(c1ccc(F)cc1)c1ccc(F)cc1)C(=O)c1ccccc1,1616,1901
Cc1cc(C)c(C#N)c(SCC(=O)Nc2ccccc2)n1,1502,1694
O=C(NCCO)c1ccc(CSc2nc3ccccc3[nH]2)cc1,1543,1686
CCNC(=O)CC(=O)Nc1ccccc1C(=O)O,1828,1846
COC(=O)c1ccc(COc2ccc(-c3nnn(CC(N)=O)n3)cc2)cc1,1588,1933
COc1ccc(Cl)cc1NC(=O)CSc1nnc(Cn2c(=O)sc3ccccc32)n1C,1495,1512
CCOC(=O)N1CCN(c2cc(NCCC(=O)O)c3c4c(onc24)-c2ccccc2C3=O)CC1,1585,1923
COc1ccc(OC)c(/C=C2\SC(=S)N(Cc3cccnc3)C2=O)c1,1585,2043
COc1ccc(NC(=S)N(CCCN2CCOCC2)Cc2cn(C)c3ccccc23)cc1OC,1425,1704
Cc1ccc(-c2nc(N3CCOCC3)sc2C(=O)N2CCOCC2)cc1,1601,1649
CC(C)OP(=O)(c1ccc(N(C)C)cc1)C(Nc1ccccc1)c1cccnc1 (centres undefined),1759,1692
CCCC(Oc1ccc(Br)cc1)c1nc2c3cc(OC)c(OC)cc3nc(=S)n2[nH]1 (centres undefined),1722,1859
CCOc1ncccc1C(=O)Nc1ccc(F)c(F)c1,1452,1695
COc1ccc(-c2nc(N3CCOCC3)nc3n[nH]c(N)c23)cc1,1438,1866
NC(=O)c1c(NC(=O)C2CCCO2)sc2c1CCCCC2 (centres undefined),1510,1642
Cc1cc(NC(=O)Cn2cc([N+](=O)[O-])cn2)n(Cc2ccc(F)cc2)n1,1404,1766
O=C(CCNS(=O)(=O)c1cccc2nonc12)NCCc1ccc(Cl)cc1,1806,1713
N#CC1=C(N)Oc2cc(O)c(C=Nc3ccccc3)cc2C1c1ccccc1 (centres undefined),1824,1955
O=C(Nc1cc(Sc2ccccn2)cc([N+](=O)[O-])c1)c1cccc(Cl)c1,1710,1756
O=C(NCc1ccccc1)C(=O)NCC1OCCN1S(=O)(=O)c1cccs1 (centres undefined),1520,1766
CCN(CC)c1ccc(NC(=O)CCCOc2cccc(C)c2)cc1,1641,2174
FC(F)(F)c1cc(Cl)c2nnc(-c3cccnc3)n2c1,1535,1664
CCn1c(CSc2nnc(-c3ccc4c(c3)OCO4)o2)nc2cc(S(=O)(=O)N(C)C)ccc21,1576,1798
CCCNc1nc2c(c(=O)[nH]c(=O)n2C)n1Cc1cccc(Br)c1,1726,1751
CCOC(=O)C1(CCCc2ccccc2)CCN(C(=O)c2cnn(CC)c2)CC1,1420,1916
CC1CCCN(CC(O)COCc2ccccc2)C1 (centres undefined),1458,1854
O=C(Cn1c(=O)oc2ccccc21)N1CCOCC1,1673,1764
O=C(C1CCCN(S(=O)(=O)c2ccc(Cl)cc2)C1)N(Cc1cccs1)C1CC1 (centres undefined),1528,1973
CN1CCN(NC(=O)CN(C)S(=O)(=O)c2cc(Cl)ccc2Cl)CC1,1561,1764
CN(C(=O)CO/N=C/c1ccc(Cl)cc1)c1ccccc1,1382,1757
CCc1cccc(C)c1NC(=O)c1ccc(CN2CCc3ccccc3C2)cc1,1480,1970
CC(C)NC(=O)c1ccc(S(=O)(=O)N(C)C)cc1,1729,1802
CCOc1cccc(C(=O)NC(=S)Nc2ccccc2)c1,1591,1840
CC1(C)Cc2c(C#N)c(N)n(-c3ccccc3)c(=O)c2CO1,1432,1522
COc1ccc(-c2csc(N3CCC(c4ccccc4)CC3)n2)cc1,1720,1659
CN(C)c1nnnn1-c1ccccc1Oc1ncc(C(F)(F)F)cc1Cl,1584,1580
O=C(CSc1nnc(Cc2ccccc2)n1-c1cccc(Cl)c1)NNC(=O)Cc1ccccc1,1556,1580
FC(F)(F)c1cccc(CNC(=S)Nc2ccccc2)c1,1501,1924
NC(=O)C1CCN(C(=S)NCCc2ccccc2)CC1,1688,1677
# Carrying on.
SMILES,SRC3 TRFRET art,SRC1 TRFRET art
COc1cc(C(=O)Nc2ccc(Oc3ncnc4sc(-c5ccccc5)cc34)cc2)cc(OC)c1OC,1534,1670
COc1ccc(-c2nc3cnccn3c2NC(C)(C)CC(C)(C)C)cc1O,1606,1861
O=C(Cc1cccs1)N(Cc1ccco1)C1(C(=O)NC2CCCC2)CCCCC1,1554,1476
COc1ccc(/C=C2\SC(=S)N(CCCC(=O)Nc3ccccn3)C2=O)cc1OC,1558,2171
COc1cccc(C(=O)NC2CCN(CC(=O)Nc3c(C)cc(C)cc3C)CC2)c1,1749,1876
CCC1(C)SC(NC(C)=O)=NN1C(C)=O (centres undefined),1608,1838
O=C(COc1nncc2ccccc12)NCC(F)(F)F,1774,1906
COc1ccc(O[C@H]2C=C[C@@H](c3ccccc3)O[C@@H]2CO/N=C(\C)CCN2CCCCc3nc(C)c(C)cc32)cc1,1463,1569
FC(F)Oc1ccc(NC(=S)N2CCc3ccccc32)cc1,1262,1711
O=C(NC12CC3CC(CC(C3)C1)C2)N1CCN(c2ncccn2)CC1,1704,1640
O=C(CCCCCN1C(=O)c2cccc3cccc(c23)C1=O)N1CCOCC1,1702,1874
CC1=Nc2cccc3cccc(c23)N1C,1442,1759
CCOC(=O)N1CCC(NC(=O)C2CCN(S(=O)(=O)c3cccc4cccnc34)CC2)CC1,1605,1806
Cc1ccc(/C=C/C(=O)N2CCc3ccccc32)o1,1415,1968
O=C(COC(=O)c1ccccc1NS(=O)(=O)c1cc([N+](=O)[O-])ccc1Cl)c1ccccc1,1513,1730
COc1ccc(/C=C(/NC(=O)c2ccc(OC)c(OC)c2)C(=O)NCCc2c[nH]c3ccccc23)cc1,1771,1976
CC(C)N(C)CCOC(=O)/C=C/c1ccccc1,1572,1858
CCCCOC(=O)C1CN(c2ccccc2)N=C1C(C)=O (centres undefined),1543,1767
CC1(C)CC(=O)C2=C(C1)N(c1ccc(Cl)cc1)C(=O)C2(O)C(F)(F)F (centres undefined),1537,1542
CCC(=O)c1ccc(-c2ccccc2)cc1,1405,1698
O=C(CCCNc1ccccc1)N/N=C/c1cccs1,1451,1887
O=C(NCc1ccncc1)c1ccc(Br)o1,1569,1888
N#CCc1c(C#N)c(N)nc(N2CCCC(O)C2)c1C#N (centres undefined),1913,1856
CCOc1ccc(N2CC(C(=O)Nc3c(C)n(C)n(-c4ccccc4)c3=O)CC2=O)cc1 (centres undefined),1410,1841
COc1ccc(Cl)cc1NC(=O)CN(C)CC(=O)NC(C)c1ccccc1 (centres undefined),1695,2004
Cc1cc(C)n(/N=C/c2ccc(C(C)C)cc2)c(=O)c1C#N,1568,1703
CC1=C(/C=N/Nc2ccc([N+](=O)[O-])cc2[N+](=O)[O-])C(C)(C)CCC1,1552,1857
COc1ccc(CCNC(=O)Cn2nnc(-c3ccc(OC)c(OC)c3)n2)cc1OC,1607,1925
NC(=O)c1cc2ccccc2o/c1=N\NC(=O)c1ccncc1,1687,1724
COc1cc2c(cc1NC(=O)c1ccc(C)c([N+](=O)[O-])c1)oc1ccccc12,1823,1933
CN1CCCC(OC(=O)/C(C#N)=C/c2ccccc2)C1 (centres undefined),1751,2007
O=S(=O)(NCC1CCCO1)c1ccc(-c2ccc(S(=O)(=O)NCC3CCCO3)cc2)cc1 (centres undefined),1452,1860
COc1cc(C(=S)N2CCOCC2)ccc1OC(=O)c1cc([N+](=O)[O-])c(C)c([N+](=O)[O-])c1,1594,2072
NC(Cc1ccccc1)C(O)(c1ccccc1)c1ccccc1 (centres undefined),1732,1570
O=C1CCN(S(=O)(=O)c2cccs2)c2ccc(C(F)(F)F)cc2N1,1503,1907
Cc1cccc(-n2c(N)c(-c3nc4ccccc4n3C)c3nc4ccccc4nc32)c1,1690,1619
Cc1[nH]nc(NCCO)c1[N+](=O)[O-],1490,1775
CCOc1ccc(C2Nc3ccccc3C(CC)(CC)O2)cc1 (centres undefined),1415,1847
Cc1ccc(CSc2ccc(-c3cccs3)nn2)cc1,1578,1874
O=C(O)c1cc(-c2cccc(Cl)c2)nc2nc(N3CCCCC3)sc12,1737,2095
CC(NC(=O)CN(c1cccc(C(F)(F)F)c1)S(=O)(=O)c1ccc(Cl)c([N+](=O)[O-])c1)c1ccccc1 (centres undefined),1719,1873
Cc1nonc1N1CCN(Cc2cn[nH]c2-c2ccc3c(c2)OCO3)CC1,1634,1716
CCOC(=O)C1(CC2CCCCO2)CCN(S(=O)(=O)c2ccsc2)CC1 (centres undefined),1386,1745
Cc1cc(S(=O)(=O)N(Cc2cccs2)Cc2ccccc2F)ccc1-n1cnnn1,1438,1699
N/C(=N/OC(=O)c1ccccc1F)c1nonc1N,1465,1722
Cc1ccc(S(=O)(=O)Nc2ccc3c(c2)OCCO3)cc1C,1462,1662
CC(C)(Cc1ccc(O)cc1)NC(=O)CC(=O)N=Nc1c(O)[nH]c2ccc(Br)cc12,1440,1849
O=C(CCn1c(=O)[nH]c2ccsc2c1=O)NCc1ccc(F)cc1,1598,1644
CCOc1ccccc1Nc1ccnc2cc(Cl)ccc12,1515,1602
FC(F)(F)c1cccc(Cc2noc(CN3CCSCC3)n2)c1,1662,1719
Cc1cc(C)nc(NNC2=CC(=O)CC(C)(C)C2)n1,1420,1822
CCC(C)n1ncn(-c2ccc(N3CCN(c4ccc(O)cc4)CC3)cc2)c1=O (centres undefined),1490,1831
NNc1nc(Nc2ccccc2)nc(Nc2ccccc2)n1,1670,1695
O=C(NN=C1CCCCCCC1)c1ccc2ccccc2n1,1483,1709
COC(=O)[C@@]1(Cc2ccc(OC)cc2)[C@H]2c3cc(C(=O)N4CCCC4)n(Cc4ccc(C)o4)c3C[C@H]2CN1C(=O)c1ccccc1,1324,1769
CC(=O)N(CCN1CCOCC1)Cc1cc2cc3c(cc2nc1Cl)OCO3,1614,2090
Cc1ccc2c(c1)c1c3n2CCN(C(=O)CN2CCN(C)CC2)C3CCC1 (centres undefined),1528,1516
COc1ccc(C)cc1NC(=S)N1CCN(c2ncccn2)CC1,1632,1992
COc1ccc(-n2c(Cc3cccn3C)nnc2SCC(=O)NCc2ccco2)cc1,1510,1473
CC(=O)Nc1ccc(N2S(=O)(=O)c3ccccc3S2(=O)=O)cc1,1677,1788
# Continuation:
SMILES,SRC3 TRFRET art,SRC1 TRFRET art
CCOC(=O)N1CCN(CC(=O)Nc2ccc(F)cc2)CC1,1600,1589
COC(=O)CN(C#N)c1nc(C)cc(C)n1,1621,1571
Cc1cc(C(=O)CN2C(=O)NC3(CCCC3)C2=O)c(C)n1-c1ccc2c(c1)OCO2,1724,1793
O=C(NC(=S)Nc1ccc(S(=O)(=O)Nc2nccs2)cc1)c1ccccc1F,2002,2020
CS(=O)(=O)N1CCC(C(=O)N2CCN(C(c3ccccc3)c3ccccc3)CC2)CC1,1444,1739
